# Compound activity from PubChem.
# a7 integrin act: qHTS for Activators of Integrin-Mediated Alleviation for Muscular Dystrophy. alpha7betagal myoblasts, beta-gal FDG fluorescence, 48 h. Potency, µM (highest dose often 38.3 µM), for the others: at the highest dose activation, usual class: activators. hit rate 0.064% among 350,000. AID 624291, 2012;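 also: potency is read from the fitted curve at half-maximal effect; 100% = response of the positive control SU9516; nearly all actives have a fitted effect of over 60% in size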
#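 Alpha7betagal+/- myoblasts (passage 13) were plated 16-24 hr, then exposed to compounds (1:260 dilution of DMSO stock) for 48 hours at 37C. After MPER lysis, β-galactosidase reporter activity was read as FDG fluorescence (ex 480/em 540) after 30 minutes.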
# BRCA1 expr act: qHTS Assay to Identify Small Molecule Activators of BRCA1 Expression. MCF7-BRCA1-FFLuc reporter, luminescence, 48 h; response scale: scaled: vehicle 0%, 10 µM genistein 100%. Potency, µM (highest dose often 46.1 µM), inactives show top-dose activation, most hits filed as activators. hit rate 1.1% among 380,000; also: potency is read from the fitted curve at half-maximal effect; nearly all actives have a fitted effect of over 80% in size; some results filed as inactive show a strong effect at the top dose
#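 MCF7-BRCA1-FFLuc, 2000 cells/well; 2 h attach, 37 °C/5% CO2; compound 48 h; luciferase substrate 15 min; luminescence end-point. Norm. to genistein 10 microM max activation and DMSO; concentration-response curves fitted.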
# B2AR arrestin: qHTS assay of beta-arrestin-biased ligands of beta2-adrenergic receptor | Beta-2 adrenergic receptor (Homo sapiens), P07550 | beta-arrestin recruitment to beta2AR, cell-based reporter | Potency, µM (titrated, usually from 46.1 µM), without a hit: at the top dose activation, actives largely listed as activators | hit rate 0.02% among 330,000;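 also: potency is read from the fitted curve at half-maximal effect; 0% = DMSO controls and full agonism = EC100 isoproterenol or metaproterenol; nearly all actives have a fitted effect of over 65% in size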
# uPA surface inh: qHTS for Inhibitors of Cell Surface uPA Generation; cell surface uPA generation assay, qHTS; Potency, µM (titrated, usually from 38.3 µM), for the others: at the top dose activity change, negative = inhibition, most hits filed as inhibitors; hit rate 0.31% among 330,000; active = well fitted inhibition curve with a large enough effect; inconclusive = small, poorly fitted or top-dose-only effect; inactive = no such curve, though single readings can be large or run the other way; tested in mouse RAW 264.7 cells; also: potency is read from the fitted curve at half-maximal effect; % is scaled to controls: 0 for no effect and ±100 for the full control effect; nearly all actives have a fitted effect of over 55% in size
# Eya2 inh: qHTS Assay for Inhibitors of the Phosphatase Activity of Eya2 | Potency, µM (highest dose often 76.9 µM), for the others: top-dose activity, negative = inhibition, hits mostly inhibitors | hit rate 0.006% among 330,000 | Protein phosphatase EYA2 (Homo sapiens), O00167 | recombinant Eya2, OMFP fluorescence dephosphorylation (OMFP is methylfluorescein phosphate); also: potency is read from the fitted curve at half-maximal effect; % is scaled to controls: 0 for no effect and ±100 for the full control effect
#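 Eya2 protein (added as 0.2 uM solution) was preincubated with compound for 10 min at ambient temperature in 50 mM HEPES pH 7.5, 50 mM NaCl, 5 uM MgCl2, 0.05% BSA, 1 mM DTT. OMFP (added at 50 uM) then reacted 10 min; fluorescence read at 485/525 nm.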
# TRPV1 agonist: HTS Assay for Compounds that Act as Agonists of the Vanilloid Receptor 1 | AID 540275, 2011 | Transient receptor potential cation channel subfamily V member 1 (Homo sapiens), Q8NER1 | TRPV1-expressing cells, Fluo-8 calcium influx, agonist mode | activation, % at 8.33 µM | hit rate 0.19% among 320,000; in the data active = activation above about 80%; inconclusive = between about 30% and that limit; also: 0% is about no effect
#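 TRPV1-expressing cells were cultured overnight at 35.5C and loaded with Fluo-8 calcium dye for 40 to 90 min at room temperature. After a 10 s baseline, compound was added and calcium influx was read kinetically for 3 min (ex 480/em 520 nm).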
# p53 reactivation: qHTS assay for re-activators of p53 using a Luc reporter. H1299 p53-A138V BP100-luciferase reporter, luminescence, 24 h. hit rate 0.063% among 320,000. Potency, µM (top dose mostly 92.2 µM), inactives show top-dose activity change, positive = activation, most hits filed as activators; also: potency is read from the fitted curve at half-maximal effect; % of control where 0% means no effect; nearly all actives have a fitted effect of over 45% in size
#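 p53-null H1299 cells stably carrying temperature-sensitive p53-A138V and a BP100-luciferase reporter were pinned with compounds (4-point, 1:5 series) and held 24 hrs at 37 deg C. Luminescence was read 10 min after detection reagent.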
# ASM inhibitor: Inhibitors of Secretory Acid Sphingomyelinase (S-ASM): qHTS. Sphingomyelin phosphodiesterase (Homo sapiens), P17405. placental ASM, HMU-PC fluorogenic substrate, 60 min. Potency, µM (series often up to 57.5 µM), for inactives: at the highest dose activity change, negative = inhibition, actives largely listed as inhibitors. hit rate 0.006% among 340,000. AID 504937, 2011; also: potency is read from the fitted curve at half-maximal effect
# Target sequence (P17405 47-631 limits assumed): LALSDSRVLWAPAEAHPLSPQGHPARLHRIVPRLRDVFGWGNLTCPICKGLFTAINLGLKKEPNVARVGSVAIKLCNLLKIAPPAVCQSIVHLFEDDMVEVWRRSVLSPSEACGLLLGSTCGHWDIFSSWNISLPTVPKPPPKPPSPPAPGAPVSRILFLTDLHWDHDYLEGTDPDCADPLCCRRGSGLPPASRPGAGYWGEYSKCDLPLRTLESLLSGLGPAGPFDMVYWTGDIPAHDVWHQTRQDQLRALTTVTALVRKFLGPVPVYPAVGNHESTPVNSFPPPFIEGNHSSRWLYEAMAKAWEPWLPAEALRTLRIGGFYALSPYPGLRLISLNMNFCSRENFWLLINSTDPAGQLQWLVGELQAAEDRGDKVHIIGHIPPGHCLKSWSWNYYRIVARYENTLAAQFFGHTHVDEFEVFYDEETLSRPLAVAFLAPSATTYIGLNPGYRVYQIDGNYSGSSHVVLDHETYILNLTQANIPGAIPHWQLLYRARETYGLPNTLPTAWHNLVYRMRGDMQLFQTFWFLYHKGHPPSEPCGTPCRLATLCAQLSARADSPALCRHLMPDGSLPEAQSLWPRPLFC
#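 Human placenta-derived ASM enzyme was preincubated with compound for 10 minutes at room temperature, then given fluorogenic substrate HMU-PC0 (9 uM final) for 60 minutes at 37 °C; a pH 10 stop preceded fluorescence reading at Ex 386/Em 447 nm.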
# ELG1 genotoxic: qHTS screen for small molecules that induce genotoxicity in human embryonic kidney (HEK293T) cells expressing luciferase-tagged ELG1 | HEK293T ELG1-luciferase reporter, luminescence, 16 h | hit rate 1.3% among 330,000 | Potency, µM (titrated, usually from 46 µM), without a hit: at the top dose activity change, positive = activation, usual class: activators; also: potency is read from the fitted curve at half-maximal effect; % of control where 0% means no effect; nearly all actives have a fitted effect of over 60% in size
#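 Cells (2,000/well) expressing the ELG1-luciferase fusion are dosed by pin tool and kept 16 hr at 37 °C, 5% CO2. Signal comes from ONE-Glo luciferase reagent after 30 min at room temperature.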
# USP2a block: qHTS Assay for Inhibitors of Ubiquitin-specific Protease USP2a Using CHOP2 as the Reporter; hit rate 0.01% among 330,000; Potency, µM (titrated, usually from 38.3 µM), for inactives: at the highest dose activity change, negative = inhibition, actives largely listed as inhibitors; USP2 core, Ub-CHOP2 coupled fluorogenic reporter, 485/531; Ubiquitin carboxyl-terminal hydrolase 2 (Homo sapiens), O75604;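 also: potency is read from the fitted curve at half-maximal effect; plate controls were DMSO wells for no effect and full inhibition by NEM control for full effect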
#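 Cell-free coupled assay: 10nM USP2 core preincubated 30min RT with compound in Tris-HCl pH 8.0/CaCl2/CHAPS buffer, then 25nM Ub-CHOP2 and 25nM reporter substrate; fluorescence (Ex 485/Em 531) read after 60min RT, normalized to NEM inhibition, concentration-response curves fitted.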
# TSG101-PTAP inh: qHTS Assay for Iinhibitors of HIV-1 Budding by Blocking the Interaction of PTAP/TSG101. Tumor susceptibility gene 101 protein (Homo sapiens), Q99816. Fluorescence polarization, FITC-PTAP peptide / Tsg101 binding. Potency, µM (titrated, usually from 115 µM), for the others: top-dose activity change, negative = inhibition, most hits filed as inhibitors. 340,000 tested, under 10 active. AID 493005, 2010; active = well fitted inhibition curve with a large enough effect in the main read-out, with a control signal flat, not every such curve was filed as active; inconclusive = small, poorly fitted or top-dose-only effect, or effect the other way, or a change in a side signal; inactive = no such curve, though single readings can be large or run the other way; also: potency is read from the fitted curve at half-maximal effect; % of control where 0% means no effect
# Target sequence (Q99816 whole entry, looked up): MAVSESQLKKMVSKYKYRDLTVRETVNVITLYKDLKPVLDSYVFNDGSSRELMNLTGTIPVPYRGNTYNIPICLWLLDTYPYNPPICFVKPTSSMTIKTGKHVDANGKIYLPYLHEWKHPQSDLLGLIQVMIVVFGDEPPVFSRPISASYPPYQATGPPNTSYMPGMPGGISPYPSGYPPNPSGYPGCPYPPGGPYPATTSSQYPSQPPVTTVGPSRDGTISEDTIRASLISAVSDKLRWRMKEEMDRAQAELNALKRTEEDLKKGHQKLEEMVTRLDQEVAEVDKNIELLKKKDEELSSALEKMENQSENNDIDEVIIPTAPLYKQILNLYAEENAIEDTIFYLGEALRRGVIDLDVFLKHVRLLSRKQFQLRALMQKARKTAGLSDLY
#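 Tsg101 binding domain (10 uM final) was mixed with compound and a FITC-labeled PTAP peptide (50 nM final) in HEPES pH 7.5 buffer with NaCl, Tween 20, EDTA and TCEP; fluorescence polarization was read after 20 min at r.t.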
# * = called active by the depositor; u = inconclusive; x = no result given; [ ] = dose if it differs, or a comment. Unless noted, calls follow the shape of the dose curve; as a rule, active = well fitted curve in the direction sought with a large enough effect; inconclusive = small, poorly fitted or top-dose-only effect, or another doubt; inactive = no such curve, though single readings can be large; an effect the other way counts as inactive or inconclusive.
# Order of results – TRPV1 agonist, BRCA1 expr act, B2AR arrestin, Eya2 inh, TSG101-PTAP inh, USP2a block, a7 integrin act, p53 reactivation, ELG1 genotoxic, ASM inhibitor, uPA surface inh
> CN(NC1OC(=O)c2ccccc21)c1ccc(Cl)cc1[N+](=O)[O-] (centres undefined)
→ 0, 1%, -0.1%, -6%, -3%, 0%, 26%, -2%, 4%, 6%, 4%
> CC(Sc1cccc[n+]1[O-])C(=O)Nc1cccc([N+](=O)[O-])c1 (centres undefined)
→ 2, 7%, 0.2%, -6%, 1%, 2%, 13%, 8%, 7%, 7%, -5%
> CCOC(=O)c1ccc(NC(=O)CSc2nnc(C)n2-c2ccccc2)cc1
→ 11, -17%, 0.5%, -8%, -7%, 2%, -27%, -2%, 0%, -1%, 1%
> O=[N+]([O-])c1ccc(-n2nncc2-c2ccc(Cl)cc2)cc1
→ 8, -14%, 2.9%, -38%, -6%, -2%, 21%, 2%, 2%, -3%, x
> Cc1nn(Cc2ccccc2Cl)c2sc(C(=O)Nc3ccccc3N3CCOCC3)cc12
→ 2, -50%, -1.4%, -4%, 0%, 3%, -2%, -6%, -11%, -2%, -5%
> CS(=O)(=O)N(CC(=O)N/N=C/c1cccc2c1OCCO2)c1ccccc1Br
→ -1, -12%, -0.8%, -12%, -2%, 1%, 23%, -5%, -1%, -1%, -3%
> CC(C)C(=O)Nc1cccc(S(=O)(=O)c2cccc(NC(=O)C(C)C)c2)c1
→ 1, -33%, -0.3%, -15%, 0%, 2%, -2%, -11%, -11%, -4%, -2%
> OC(CN1CCCCC1)Cn1c2ccc(Cl)cc2c2cc(Cl)ccc21 (centres undefined)
→ 5, -92%[inhibitor], -0.5%, 11%, -2%, -12%, 34%, x, x, -14%, 0%
> COc1ccc(NC(=O)CSc2[nH]c(=O)cc(C)c2C#N)cc1OC
→ 0, -3%, -0.1%, 0%, -14%, 1%, -18%, 11%, -1%, 2%, 3%
> CN(CC(=O)NCCc1ccc(F)cc1)Cc1ccccc1
→ -5, 15%, -0.1%, 7%, -5%, 1%, 4%, 2%, -3%, 13%, -1%
> COc1ccccc1CNCC(=O)NCc1ccc(C)cc1
→ 3, 2%, -1.0%, 7%, -4%, -2%, -14%, -3%, 0%, 0%, 0%
> COCCN(CC(=O)Nc1cccc(C)c1C)C(=O)Cc1sc(C)nc1-c1ccc(F)cc1
→ 0, -6%, 0.0%, -8%, -1%, 3%, -2%, -4%, 0%, 3%, 2%
> COc1cc(C2c3cc4c(cc3C(O)C3COCC23)OCO4)cc(OC)c1OC (centres undefined)
→ x, -36%, x, x, -8%, x, 11%, x, x, -3%, -11%
> COc1ccc(-c2csc(NC(=O)Cc3ccccc3F)n2)c(OC)c1
→ u, 6%, 0.0%, 0%, -1%, -5%, -15%, u, 1%, -9%, 5%
> Cc1ccc(S(=O)(=O)N2CCN(C(=O)c3cc(S(=O)(=O)N(C)C)ccc3N3CCCC3)CC2)c(C)c1
→ 5, -5%, -3.0%, 14%, 2%, -2%, 19%, -5%, -1%, -1%, 6%
> O=C(/C=C/c1cccc([N+](=O)[O-])c1)NC(=S)Nc1ccc(CN2CCOCC2)cc1
→ -5, -30%, -0.9%, 8%, -1%, 0%, -10%, -5%, u, -2%, u
> CN(Cc1ccccc1)C(=O)c1ccc([N+](=O)[O-])o1
→ 3, -66%, -2.4%, 2%, -3%, 3%, 0%, -19%, -2%, -6%, u
> CCS(=O)(=O)N1Cc2ccccc2CC1C(=O)N(C)CC(=O)Nc1cccc(F)c1 (centres undefined)
→ -4, -4%, -0.1%, -5%, -1%, 2%, 17%, 15%, 9%, 3%, -16%
> Cc1cc(C)c(C#N)c(SCCS(=O)(=O)c2ccc(Cl)cc2)n1
→ 4, -23%, 0.3%, 0%, 3%, 6%, -57%[inhibitor], -3%, -5%, -1%, -1%
> CCCn1c(=S)[nH]c2ccccc2c1=O
→ 2, 11%, -0.1%, -14%, 0%, 2%, -23%, 10%, -2%, -3%, -5%
> CCOC(=O)N1CCC(N(C(=O)Nc2cccc(OC)c2)C(C)CC)CC1 (centres undefined)
→ -3, -15%, 0.0%, -17%, -9%, 2%, -3%, -4%, 15%, 4%, -4%
> CCOc1ccccc1NC1=C(Cl)C(=O)N(c2ccccc2)C1=O
→ 15, -14%, -0.1%, -5%, -2%, -6%, u, 2%, 1%, -5%, 2%
> CCOC(=O)N1CCN(S(=O)(=O)c2cc(C)c(C)cc2C)CC1
→ -1, -16%, -0.3%, -3%, -3%, 2%, 11%, 3%, -2%, 0%, 6%
> Cc1nc2ccccc2c(=O)n1NC(=O)c1cccc([N+](=O)[O-])c1
→ -1, 4%, -0.4%, -14%, -1%, -1%, -5%, 3%, -9%, 1%, 0%
> O=C(COC(=O)c1ccc([N+](=O)[O-])o1)NCc1ccccc1
→ x, -3%, 0.1%, -3%, -7%, -2%, -12%, 14%, -2%, 18%, -5%
> Cc1ccccc1-n1c(=O)c2c(n3cnnc13)-c1ccccc1CC21CCCCC1
→ 0, -9%, 0.3%, -7%, 1%, -2%, -2%, 1%, 0%, -5%, 5%
> CO/N=C/CC(=O)c1cnc(-c2ccc(Cl)cc2)s1
→ -5, 65%, 0.1%, 24%, -9%, 2%, -9%, -5%, u, 0%, -2%
> CCN(CC)CCNC(=O)CCN1N=C(c2ccccc2)CCC1=O
→ -5, -8%, -0.9%, 1%, -6%, 2%, -17%, 17%, 0%, 4%, -14%
> O=C(O)Cc1ccc(S(=O)(=O)Nc2ccccc2C(=O)O)cc1
→ -2, -1%, 0.1%, 17%, -3%, 1%, -7%, -6%, 2%, 3%, -2%
> Cc1cc(C(=O)OCC(=O)Nc2cccc(S(=O)(=O)N3CCOCC3)c2)c(C)o1
→ -4, 6%, 0.2%, -6%, -1%, 0%, -8%, -1%, 4%, -1%, 2%
> S=C(NCc1ccccc1)NCc1ccc(CNC(=S)NCc2ccccc2)cc1
→ u, -19%, -0.7%, -11%, -4%, 0%, -5%, 7%, -1%, -7%, 7%
> COC1OC(COCc2ccccc2)C(N)C(OCc2ccccc2)C1OCc1ccccc1 (centres undefined)
→ x, -30%, x, x, -3%, x, 0%, x, x, 5%, -1%
> COc1cc(NC(=O)C2C3C=CC(C3)C2C(=O)O)c(OC)cc1Cl (centres undefined)
→ 6, -6%, -0.3%, 27%, -13%, 2%, 15%, 6%, -3%, -2%, -4%
